# H69AR inhibit: proliferation blockers of H69AR lung cancer cells, primary screen, cell-based, human, 86K library | H69AR lung tumor viability, ATP luminescence, 72 h; hits give low values | viability, % at 10 µM | hit rate 6% among 85,000;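 active means viability at or below 40%; inactive means viability above 40%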;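 further: multidrug resistant small cell line overexpressing MRP-1 efflux transporter; 100% = mean luminescence of untreated control wells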
# PostGolgi yeast: phenotypic screen on post-Golgi transport, primary screen; post-Golgi transport phenotypic cell assay; inhibition, % at 10 µM; hit rate 0.9% among 98,000;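 further: yeast cells grown in 1536-well plates; yeast grown about 18 h at 30C before absorbance read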
# S1P2 ag: S1P2 receptor agonists, primary screen, cell-based; AID 729, 2007; hit rate 0.46% among 97,000; Sphingosine 1-phosphate receptor 2 (Homo sapiens), O95136; activation, % at 4.5 µM; S1P2-expressing cell line, agonist reporter read-out; in the data active means activation above about 16%;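 further: 0% = vehicle low control and 100% = maximal reference agonist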
# Target sequence (O95136 whole entry, looked up): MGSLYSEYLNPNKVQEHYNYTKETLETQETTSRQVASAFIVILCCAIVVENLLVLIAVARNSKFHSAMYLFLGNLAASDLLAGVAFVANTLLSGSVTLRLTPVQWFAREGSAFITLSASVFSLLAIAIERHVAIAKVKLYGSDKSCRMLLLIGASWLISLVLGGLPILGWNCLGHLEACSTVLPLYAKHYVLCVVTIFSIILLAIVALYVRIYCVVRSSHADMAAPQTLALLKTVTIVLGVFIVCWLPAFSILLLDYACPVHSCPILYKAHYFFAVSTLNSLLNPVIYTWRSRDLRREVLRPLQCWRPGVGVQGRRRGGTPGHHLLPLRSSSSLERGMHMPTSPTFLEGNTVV
# Fibroblast inh: antiproliferative effect on LL 47 fibroblasts – human, LL 47 cells, CellTiter-Glo luminescence, primary screen | LL 47 human lung fibroblast viability, ATP luminescence; hits give low values | viability, % at 10 µM | hit rate 1.1% among 85,000;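 active means viability at or below 50% in the single dose screen; inactive means viability above 50%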;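 further: compound exposure lasted 72 h before the ATP readout; 100% = median luminescence of untreated cell-only wells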
#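 Material: human lung fibroblast line LL 47, low passage; Evaluation: viability percentage against median untreated-cell control; Buffer or medium: 15% FBS in IMEM; Incubation: 72 h compound exposure at 37 °C after overnight plating; Dosing: 0.1% DMSO in all compound wells; Measured by: CellTiter-Glo luminescence.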
# HUVEC prolif 384: inhibitors of HUVEC proliferation, primary screen, cell-based, 384-well; CellTiter-Glo luminescence, 72 h; hits give low values; viability, % at 10 µM (by protocol); hit rate 1.1% among 86,000; AID 648, 2007;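 active means viability at or below 30%; inactive means viability above 30%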;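 further: 100% = median luminescence of DMSO-only cell control wells on each plate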
# hDAT+cocaine: changed hDAT dopamine uptake under cocaine IC80, either direction, primary screen, cocaine antagonist project, cell-based, LLC-PK1 hDAT, [14C]-dopamine uptake, MLSMR; Sodium-dependent dopamine transporter (Homo sapiens), Q01959; LLC-PK1 hDAT cells, [14C]-dopamine uptake with cocaine IC80; actives deviate in either direction; B-score at 10 µM; hit rate 1.3% among 110,000; AID 449768, 2010;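 active means Z score or B-score, a plate-position-corrected score, falls beyond the plate's 99.7% confidence bounds, in either direction; inactive means both scores lie inside the 99.7% bounds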;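 further: scored against the spread of the other compound wells on the same plate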
# Target sequence (Q01959 whole entry, looked up): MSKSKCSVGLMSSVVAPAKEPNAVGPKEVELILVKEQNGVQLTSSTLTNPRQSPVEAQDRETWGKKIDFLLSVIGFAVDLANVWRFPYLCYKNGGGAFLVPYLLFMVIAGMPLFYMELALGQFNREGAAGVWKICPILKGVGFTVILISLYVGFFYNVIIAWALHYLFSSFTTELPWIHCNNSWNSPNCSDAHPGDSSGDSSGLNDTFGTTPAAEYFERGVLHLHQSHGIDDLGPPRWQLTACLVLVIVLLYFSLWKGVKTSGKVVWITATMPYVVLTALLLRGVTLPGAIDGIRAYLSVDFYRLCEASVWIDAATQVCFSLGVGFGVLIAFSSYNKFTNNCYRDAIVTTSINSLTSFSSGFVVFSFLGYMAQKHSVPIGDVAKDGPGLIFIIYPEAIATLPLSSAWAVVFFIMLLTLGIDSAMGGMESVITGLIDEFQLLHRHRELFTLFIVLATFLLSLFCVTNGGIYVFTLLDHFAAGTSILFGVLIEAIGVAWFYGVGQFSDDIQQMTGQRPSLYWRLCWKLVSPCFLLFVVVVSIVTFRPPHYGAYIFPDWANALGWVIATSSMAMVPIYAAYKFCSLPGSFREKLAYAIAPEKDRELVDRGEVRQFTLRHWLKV
# PostGolgi ctrl: growth inhibition of yeast control strain, primary screen, counter-screen for post-Golgi transport modulator project; efflux-deficient yeast background strain, growth absorbance A615, 16 h; inhibition, % at 10 µM; hit rate 5% among 98,000
# S1P2 antag: human S1P2 receptor antagonists, primary screen, cell-based; cell-based S1P2 antagonist assay, inhibition at 5 uM; inhibition, % at 5 µM; hit rate 0.21% among 97,000; in the data active means inhibition above about 45%;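 further: CRE beta-lactamase reporter cells expressing human S1P2 stimulated with S1P; 0% = agonist at EC80 alone and 100% = agonist plus reference antagonist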
# Ecoli WT expand: growth inhibitors of wild-type E. coli, primary screen, strain BW25113, expanded library, OD600 | OD600 absorbance | growth inhibition, % at 100 µM | hit rate 0.15% among 98,000 | AID 710, 2007;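 active means growth inhibition above about 50% at one test dose, limit read from the data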;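 further: growth measured after 20 h incubation at 37 °C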
# * marks the source's active call; other numbers are inactive results; / = not tested or not shown. Unless noted, no stated cut-off is given here; in the data, active means inhibition above about 30%; inactive means the rest.
no.	SMILES	H69AR inhibit	PostGolgi yeast	S1P2 ag	Fibroblast inh	HUVEC prolif 384
1	COc1cccc(=O)c2c(C)oc(C)c12	99	-11	-4	98	84
2	Cc1cc(C)c2nc(N)sc2c1	97	18	-1	100	77
3	COc1ccc(C(=O)OC(C)CN2CCN(C)CC2)cc1OC (configuration not stated)	/	-8	-3	/	/
4	COc1ccc(NC(=O)c2c(SC)nsc2SC)cc1	88	8	-11	99	88
5	COc1ccc(NC(=O)N2CCCC2C(=O)Nc2ccc(C)cc2)cc1 (configuration not stated)	95	-9	-6	102	107
6	O=C(CSc1nnc(-c2ccc(O)cc2)n1Cc1ccco1)c1ccccc1	78	-5	-1	101	98
7	Cc1sc2nc(SCC(=O)NCc3ccco3)n(C)c(=O)c2c1C	90	1	-3	100	84
8	O=C(Nc1ccccc1C(F)(F)F)N1CCN(C(c2ccccc2)c2ccccc2)CC1	31*	-9	-4	86	69
9	COC(=O)c1nn(-c2ccccc2)ccc1=O	89	0	-4	95	95
10	O=C(OCc1ccccc1)c1cccc(-c2nnc(-c3ccccc3)o2)c1	/	5	-3	/	/

no.	hDAT+cocaine	PostGolgi ctrl	S1P2 antag	Ecoli WT expand
1	-1	-2	-16	2
2	-1.4	12	-2	15
3	-0.32	13	21	3
4	0.016	2	-11	-10
5	-0.07	9	4	-6
6	-2	6	12	0
7	-0.68	-4	2	-8
8	0.35	8	-27	-18
9	-1.6	-7	-10	8
10	-0.12	2	6	-23

# Additional compounds.
no.	SMILES	H69AR inhibit	PostGolgi yeast	S1P2 ag	Fibroblast inh	HUVEC prolif 384
11	COC(=O)C(C(=O)OC)C(C)C(C(=O)OC)C(=O)OC	97	0	-2	99	86
12	CC(C)CC(NC(N)=O)C(=O)OCC(=O)NC(=O)NC1CCCC1 (configuration not stated)	96	-1	-8	91	104
13	CCOC(=O)N1CCN(C(=O)C(=O)Nc2ccc3nc4n(c(=O)c3c2)CCCCC4)CC1	82	9	0	97	108
14	O=C(Cn1c(-c2cncs2)nc2ccccc21)NCc1ccccc1	97	7	-4	89	94
15	O=C(CSc1ncn[nH]1)Nc1ccc2c(c1)OCCO2	94	6	-5	102	92
16	O=C(Nc1ncc2c(n1)CC(c1ccco1)CC2=O)c1ccc(Cl)cc1 (configuration not stated)	81	-3	-4	96	93
17	CCOc1cc(C(=O)NCc2ccc(-c3nc4ccccc4o3)cc2)cc(OCC)c1OCC	/	10	-3	/	/
18	CCc1nnc(NC(=O)c2ccc(-c3ccccc3Cl)o2)s1	110	8	-4	117	104
19	CCOC(=O)N1CCN(S(=O)(=O)c2cc(Cl)ccc2Cl)CC1	90	6	/	102	99
20	Cn1c(-c2ccc3ccccc3n2)nc2cnccc21	74	0	-5	87	29*

no.	hDAT+cocaine	PostGolgi ctrl	S1P2 antag	Ecoli WT expand
11	-0.015	5	22	-2
12	-0.39	17	12	6
13	0.62	8	0	0
14	-0.54	20	16	3
15	-0.93	8	1	10
16	/	21	3	-8
17	0.26	13	-15	-2
18	-0.47	14	-5	-6
19	-0.93	16	/	4
20	-0.46	-3	-29	-2

# Other entries follow.
no.	SMILES	H69AR inhibit	PostGolgi yeast	S1P2 ag	Fibroblast inh	HUVEC prolif 384
21	O=C(c1ccco1)N1CCCSC1=Nc1ccccc1	109	2	-6	96	102
22	O=C(OCc1nnc(-c2ccc(Cl)cc2)o1)c1ccc(=O)n(Cc2ccccc2)n1	101	-3	-2	97	96
23	Cc1ccc(C)c(Cn2nnc3c(=O)[nH]c(C4CCCN(C(=O)CC(C)C)C4)nc32)c1 (configuration not stated)	70	18	-8	109	89
24	Cn1c(=O)c2[nH]c(CN(Cc3ccccc3)Cc3ccccc3)nc2n(C)c1=O	87	0	-6	70	65
25	O=c1cc(-c2ccccc2)nc(N2CCN(Cc3ccccc3)CC2)[nH]1	76	13	-6	95	93
26	CCCc1nc(SCC(=O)Nc2nc3c(s2)CCCC3)c2ccccc2n1	/	-2	-6	/	/
27	CCOc1c2ccc(C(=O)NCc3ccc(OC)cc3)cc2nn1CCOC	/	-1	-8	/	/
28	CCC1CCCCN1c1cc(C)nc2cc(-c3cccc(C)c3)nn12 (configuration not stated)	92	-1	1	84	83
29	C=C(C)C(=O)OCCCCCCOc1ccc(C(=O)O)cc1	/	8	-3	/	/
30	O=C(CCS(=O)(=O)c1ccc(Br)cc1)N1CCN(c2ccccc2Cl)CC1	87	3	-3	104	85

no.	hDAT+cocaine	PostGolgi ctrl	S1P2 antag	Ecoli WT expand
21	-1.1	5	8	-2
22	0.26	0	-6	8
23	0.57	10	9	4
24	/	-2	-14	-13
25	-0.012	39*	0	10
26	0.044	-2	-20	20
27	0.68	6	21	2
28	-0.08	55*	-14	-12
29	0.018	4	16	5
30	0.77	8	16	-5

# Following part:
no.	SMILES	H69AR inhibit	PostGolgi yeast	S1P2 ag	Fibroblast inh	HUVEC prolif 384
31	Cc1cccc(NC(=O)c2cc(N3C(=O)CCC3=O)ccc2Cl)n1	101	14	-5	96	91
32	O=C(CCN1C(=O)c2ccncc2C1=O)Nc1ccc2c(c1)OCCO2	99	-27	/	107	102
33	c1ccc(C2=NCCCN2)cc1	96	-2	0	94	98
34	O=C(NCc1ccco1)c1ccc(S(=O)(=O)c2cccc(S(=O)(=O)N3CCOCC3)c2)cc1	96	-5	-4	92	102
35	COc1ccc(-c2cnn3c4c(c(C)nc23)CCN4C2CCCC2)cc1OC	/	-17	-2	/	/
36	CC(C)[C@H](NC(=O)Nc1ccc2c(c1)OCCO2)C(=O)O	/	-6	2	/	/
37	NC(=O)c1ccc(F)cc1	99	2	-2	91	94
38	COc1ccc(NC(=O)NC23CC4CC(CC(C4)C2)C3)cc1OC	/	-6	-3	/	/
39	O=c1[nH]c2ccccc2n1CCC1CCCCC1	97	1	-4	94	112
40	COc1ccc(-n2nnc3c(=O)n(Cc4cc(C)ccc4C)cnc32)cc1	47	-3	-3	92	66

no.	hDAT+cocaine	PostGolgi ctrl	S1P2 antag	Ecoli WT expand
31	0.61	-5	2	3
32	-1.7	31*	/	3
33	0.23	5	15	6
34	0.63	23	13	2
35	0.023	6	8	-6
36	-0.029	4	-4	-7
37	0.4	1	4	-4
38	0.073	28	-20	1
39	0.82	49*	-7	17
40	-0.33	5	9	-13

# (next part)
no.	SMILES	H69AR inhibit	PostGolgi yeast	S1P2 ag	Fibroblast inh	HUVEC prolif 384
41	CCN(CC)C(=O)c1sc(NC(=O)Cc2cccs2)c(C#N)c1C	84	17	-1	106	100
42	C=CCOC(=O)C1=C(C)NC(SC)=C(C#N)C1c1ccc(OCC)cc1 (configuration not stated)	39*	-8	-4	99	98
43	CSc1nc2nccc(-c3ccc(Oc4ccccc4)cc3)n2n1	76	-1	-3	99	76
44	O=[N+]([O-])c1cccc(/C=N/n2c(COc3ccccc3)n[nH]c2=S)c1	/	-4	-5	/	/
45	Cc1cc2nc(SCC(=O)N(C)C)c3c(c2cc1C)CCCC3	/	0	-8	/	/
46	FC(F)(F)c1cc(-c2cccs2)nc(-n2cc(Br)cn2)n1	90	0	0	101	91
47	COc1ccc2[nH]c(=O)c(CN(CCCN3CCOCC3)C(=O)NCc3ccccc3)cc2c1	105	-2	-2	96	93
48	CN(Cc1ccccc1)C(=O)c1ccc2c(c1)OCO2	94	6	/	102	90
49	CC(=O)c1cccc(N(CC(=O)N2CCCCC2)S(C)(=O)=O)c1	80	1	-3	91	89
50	CC(Sc1nc(N2CCOCC2)c2c(c1C#N)CC(C)(C)OC2)C(=O)Nc1ccccc1 (configuration not stated)	69	-5	1	76	83

no.	hDAT+cocaine	PostGolgi ctrl	S1P2 antag	Ecoli WT expand
41	1.1	8	0	-1
42	0.46	-4	-16	0
43	0.58	33*	-17	-3
44	-0.025	0	-6	4
45	0.47	31*	27	7
46	-0.95	6	-37	-1
47	-0.38	6	-5	1
48	0.64	5	/	-8
49	-0.022	12	-6	-1
50	-0.24	-6	-9	-5

# A stretch from the list above:
no.	SMILES	H69AR inhibit	PostGolgi yeast	S1P2 ag	Fibroblast inh	HUVEC prolif 384
38	COc1ccc(NC(=O)NC23CC4CC(CC(C4)C2)C3)cc1OC	/	-6	-3	/	/
39	O=c1[nH]c2ccccc2n1CCC1CCCCC1	97	1	-4	94	112
40	COc1ccc(-n2nnc3c(=O)n(Cc4cc(C)ccc4C)cnc32)cc1	47	-3	-3	92	66
41	CCN(CC)C(=O)c1sc(NC(=O)Cc2cccs2)c(C#N)c1C	84	17	-1	106	100
42	C=CCOC(=O)C1=C(C)NC(SC)=C(C#N)C1c1ccc(OCC)cc1 (configuration not stated)	39*	-8	-4	99	98
43	CSc1nc2nccc(-c3ccc(Oc4ccccc4)cc3)n2n1	76	-1	-3	99	76
44	O=[N+]([O-])c1cccc(/C=N/n2c(COc3ccccc3)n[nH]c2=S)c1	/	-4	-5	/	/
45	Cc1cc2nc(SCC(=O)N(C)C)c3c(c2cc1C)CCCC3	/	0	-8	/	/
46	FC(F)(F)c1cc(-c2cccs2)nc(-n2cc(Br)cn2)n1	90	0	0	101	91
47	COc1ccc2[nH]c(=O)c(CN(CCCN3CCOCC3)C(=O)NCc3ccccc3)cc2c1	105	-2	-2	96	93
48	CN(Cc1ccccc1)C(=O)c1ccc2c(c1)OCO2	94	6	/	102	90

no.	hDAT+cocaine	PostGolgi ctrl	S1P2 antag	Ecoli WT expand
38	0.073	28	-20	1
39	0.82	49*	-7	17
40	-0.33	5	9	-13
41	1.1	8	0	-1
42	0.46	-4	-16	0
43	0.58	33*	-17	-3
44	-0.025	0	-6	4
45	0.47	31*	27	7
46	-0.95	6	-37	-1
47	-0.38	6	-5	1
48	0.64	5	/	-8

# (more compounds)
no.	SMILES	H69AR inhibit	PostGolgi yeast	S1P2 ag	Fibroblast inh	HUVEC prolif 384
51	CC1=NN(C(=O)c2c(Br)cnn2C)C(O)(C(F)(F)F)C1 (configuration not stated)	/	-8	-6	/	/
52	O=C(CSc1ccccn1)Nc1nc2ccc(Br)cc2s1	/	13	-6	/	/
53	C=CCc1ccc(OCCCN2CCCC(C)C2)c(OC)c1 (configuration not stated)	64	-1	-2	99	95
54	CCOC(=O)C1CCN(Cc2cnc(NC(=O)OC)s2)CC1	96	-4	-9	/	93
55	O=C(NC1CCCC1)C1CCCN(S(=O)(=O)c2cnc[nH]2)C1 (configuration not stated)	80	-8	-5	97	96
56	COc1ccc(CNC(=O)Nc2cccc3ccccc23)cc1	98	-2	-3	103	81
57	O=C(Cc1noc2ccccc12)Nc1ccc2ccccc2c1	81	/	-6	101	97
58	COC(=O)c1c(-c2cccnc2)csc1NC(=O)c1cc(C)on1	50	-2	3	102	69
59	Cc1cc(NC(=O)CSc2ccc(-c3nc4cc(C)c(C)cc4[nH]3)cn2)no1	65	-2	-2	52	50
60	COc1ccc(-c2nc(NC(=O)c3ccccc3)sc2-c2ccc([N+](=O)[O-])cc2)cc1	/	-5	-4	/	/
61	COC(=O)CSc1nnc(-c2cccs2)n1-c1ccc(Cl)cc1	101	20	-1	99	88

no.	hDAT+cocaine	PostGolgi ctrl	S1P2 antag	Ecoli WT expand
51	-0.21	-1	3	2
52	1.1	22	21	-3
53	-0.57	20	20	8
54	-0.76	13	9	5
55	-0.43	4	-9	0
56	-0.68	10	-12	-4
57	-1.3	/	0	/
58	0.035	12	-48	-6
59	-1.1	0	15	-6
60	/	6	28	-6
61	0.73	6	2	-5

# Compounds as they come (roughly 11% active in at least one column).
